From PubChem BioAssay
TNAP inh noacc: inhibitors of human TNAP without phosphate acceptor. P05186. purified TNAP, CDP-star luminescence, 30 min. 0.26% of 200,000 active. inhibition, % at 20 µM;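 active = tissue-nonspecific alkaline phosphatase inhibition above about 50% at 20 µM in the single-dose screen, limit read from the data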;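 note: 0% = DMSO negative control and 100% = EDTA positive control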
Target sequence (P05186 whole entry, looked up): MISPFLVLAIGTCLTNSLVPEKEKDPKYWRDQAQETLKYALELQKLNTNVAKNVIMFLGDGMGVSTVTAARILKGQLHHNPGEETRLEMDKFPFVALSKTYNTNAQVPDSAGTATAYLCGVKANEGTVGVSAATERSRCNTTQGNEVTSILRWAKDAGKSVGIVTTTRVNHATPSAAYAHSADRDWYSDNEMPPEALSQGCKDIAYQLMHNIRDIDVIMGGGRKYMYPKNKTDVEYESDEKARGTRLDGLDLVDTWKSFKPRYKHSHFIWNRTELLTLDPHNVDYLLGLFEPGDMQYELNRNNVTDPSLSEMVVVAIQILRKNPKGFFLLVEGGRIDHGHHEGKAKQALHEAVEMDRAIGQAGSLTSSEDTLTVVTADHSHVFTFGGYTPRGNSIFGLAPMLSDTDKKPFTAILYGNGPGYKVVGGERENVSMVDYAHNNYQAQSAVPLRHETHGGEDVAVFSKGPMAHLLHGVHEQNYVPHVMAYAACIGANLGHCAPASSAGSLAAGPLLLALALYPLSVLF
PMI act hi M6P: activators of human phosphomannose isomerase at near-saturating mannose 6-phosphate; coupled PMI enzyme assay, resazurin fluorescence, 20 min; active compounds read high; 1 = untreated enzyme, 0 = substrate-free blank; activation factor at 20 µM; 0.34% of 190,000 active; AID 1216;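 active = activation factor of 2 or more at 20 µM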
Target sequence (P34949 whole entry, looked up): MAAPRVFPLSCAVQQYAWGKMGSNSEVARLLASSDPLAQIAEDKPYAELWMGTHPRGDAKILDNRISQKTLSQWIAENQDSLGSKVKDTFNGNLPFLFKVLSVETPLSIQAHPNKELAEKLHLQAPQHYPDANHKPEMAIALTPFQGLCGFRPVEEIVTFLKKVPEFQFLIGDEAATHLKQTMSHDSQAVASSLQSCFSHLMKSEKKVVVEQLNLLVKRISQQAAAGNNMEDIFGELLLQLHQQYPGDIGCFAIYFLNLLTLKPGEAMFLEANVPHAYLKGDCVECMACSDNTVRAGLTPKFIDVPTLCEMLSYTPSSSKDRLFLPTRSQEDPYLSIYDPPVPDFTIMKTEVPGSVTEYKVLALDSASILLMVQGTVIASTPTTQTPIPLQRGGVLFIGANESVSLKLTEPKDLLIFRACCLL
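Test system: human phosphomannose isomerase with PGI, G6PDH, diaphorase coupling enzymes / Doses: 20 µM compound, 1% DMSO / Times: enzyme reaction with compound 20 min at room temperature / Measured by: Diaphorase-driven resazurin-to-resorufin fluorescence, excitation 544, emission 590 nm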
PMI activator: activators of human phosphomannose isomerase. P34949. purified human PMI, coupled resazurin fluorescence, 20 min; active compounds read high; 1 = vehicle control, 0 substrate-free wells. activation factor at 20 µM. 0.005% of 190,000 active. AID 1214;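 active = activation factor of 2 or more at 20 µM, relative to plate controls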
FLuc act counter: affects firefly luciferase, flagging false hits in luciferase stimulation screens; P08659; ATPlite luciferase biochemical, luminescence, 10 min; 0 = ATP-free wells, 1 = DMSO control; activation factor at 10 µM; 200,000 tested, under 10 active;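 active = luciferase activation factor, scaled between plate controls, of at least 2 with compound at 10 µM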
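Assay system: Luciferase/luciferin detection reagent, cell-free biochemical luciferase assay / Read-out: luciferase activation / Benchmarks: No-ATP low control, compound-free enzyme-plus-ATP high control / Medium: PBS buffer for ATP / Detection: luminescence measurement of luciferase light output / Schedule: 10 min at ambient temperature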
Diaph act CS: diaphorase activation or chemical reduction counter-screen. AID 1229. activation factor at 20 µM. Diaphorase/resazurin coupled assay, resorufin fluorescence, 16 min; active compounds read high; 1 = vehicle wells, 0 = NADH-free wells. 0.005% of 190,000 active;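 active = diaphorase activity raised at least twofold by the compound at 20 µM; inactive = activation factor below 2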
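Material: Clostridium kluyveri diaphorase, purified enzyme; Quantity: enzyme 0.07 U/mL final; Medium: HEPES pH 7.4 buffer with MgCl2 and Tween 20; Dosing: single compound dose of 20 µM, 1% DMSO final; Schedule: 16 min reaction at room temperature; Measured by: red resorufin fluorescence at 544/590 nm excitation/emission.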
TNAP inh hi DEA: blocks human TNAP under high phosphate acceptor concentration | purified TNAP, CDP-star luminescence, 1 M DEA | 0.03% of 200,000 active | inhibition, % at 20 µM;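 active = over 50% inhibition of tissue-nonspecific alkaline phosphatase at 20 µM in the single-dose screen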;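 note: plate controls were DMSO wells for no effect and EDTA-quenched wells as full inhibition for full effect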
HMGR II inh: blocks class II HMG-CoA reductase of Enterococcus faecalis; purified E. faecalis HMGR, NADPH absorbance 340 nm kinetic; inhibition, % at 10 µM; 0.41% of 190,000 active;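 active = inhibition above a set limit, the median over all tested compounds plus 3 SD, cut at about 9.5% in these data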;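 note: enzyme runs in reverse so mevalonate oxidation gives rising NADPH absorbance; 0% = complete reaction with DMSO and 100% = background rate lacking mevalonate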
Diaph inh CS: counter-screen for diaphorase-based assays: diaphorase inhibitors and chemical oxidizers; diaphorase resazurin-to-resorufin fluorescence, NADH, 16 min; bacterial (C. kluyveri) enzyme, not human; inhibition, % at 20 µM; 0.69% of 190,000 active; AID 1217;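 active = primary screen inhibition at 20 µM above a set limit, cut at about 50% in these data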;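 note: plate controls were DMSO with full reaction for no effect and wells lacking NADH for full effect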
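Test system: Clostridium kluyveri diaphorase enzyme / Quantity: diaphorase at 0.14 U/mL in enzyme working solution / Incubation: 16-min room-temperature incubation before reading / Benchmarks: NADH-free wells as positive control, DMSO-only neutral wells / Signal: resorufin fluorescence 544/590 nm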
G6PDH CS: inhibits Leuconostoc G6PDH, flagging false hits in G6PDH-based assays | 0.12% of 200,000 active | inhibition, % at 5 µM | Purified L. mesenteroides G6PDH, diaphorase/resazurin coupled fluorescence, 45 min | AID 1020; in the data active = inhibition above about 50%
TNAP act hiacc: TNAP (human) activation, high acceptor. P05186. purified TNAP, CDP-star luminescence, 1 M DEA, 30 min; active compounds read high; 0 = EDTA background, 1 = DMSO-only activity. activation factor at 20 µM. 200,000 tested, under 10 active;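 active = activation factor at least 2 at 20 µM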
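Dosing: 20 µM single point. System: human TNAP. Amount: TNAP 1/800 final. Incubation: 30 min, room temperature. Read-out: TNAP activation factor scaled between EDTA and DMSO control wells. Signal: luminescence from CDP-star hydrolysis. Medium: 1 M DEA, pH 9.8, Mg2+, Zn2+. Control set: EDTA negative control, DMSO positive control.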
* hit, by the source's call.

SMILES	TNAP inh noacc	PMI act hi M6P	PMI activator	FLuc act counter	Diaph act CS	TNAP inh hi DEA	HMGR II inh	Diaph inh CS	G6PDH CS	TNAP act hiacc
Cn1c(Cn2c(=O)sc3ccccc32)nnc1SCc1cccnc1	-16	1	1	1.1	0.8	-10	0	19	3	1.1
Cc1cccc(C(=O)OCC(=O)NCCCc2ccccc2)c1	-11	0.9	0.8	1	0.8	-4	2	17	1	1
CC(N)c1ccc(Cl)cc1Cl (stereo not drawn)	-5	1	0.9	1	0.9	-2	0	9	-1	1
CSc1ncc(CN2CCN(C3CCCCC3)C(CCO)C2)cn1 (stereo not drawn)	-6	1.1	1	1.1	0.9	-6	-4	9	17	1.1
COc1ccc(-c2ncn(CCC#N)c2[N+](=O)[O-])cc1	-5	1.1	1.3	1	1	-7	-1	-1	9	1.1
c1ccc2c(c1)oc1c(NCC3CCCO3)ncnc12 (stereo not drawn)	-4	1.2	1.2	1	1	-4	-2	4	2	1
O=C(NC1CCCCC1)c1ccccc1NC(=O)C1CC(=O)N(c2ccccc2)C1 (stereo not drawn)	-4	1	1	1	0.9	1	-10	6	10	1
COc1ccccc1N(CC(=O)NCc1ccccn1)S(C)(=O)=O	-10	0.9	0.8	1.1	0.8	-5	-3	25	-14	1.1
Cc1ccc(-c2nc(CS(=O)(=O)CC(=O)N3CCCCCC3)c(C)o2)cc1	-12	0.8	0.8	1	0.9	2	3	13	-8	1
N#Cc1cnn2ccc(-c3ccc4c(c3)CCC4)nc12	-15	1	1	1	1	-3	-2	4	-3	1
O=C(Nc1ccc(Cl)cc1)Nc1cccnc1	-6	1	1	0.7	1	-2	1	0	1	1
O=C(C[n+]1ccccc1)Nc1ccccc1Br	-5	0.9	1	1	1.1	-8	-2	-10	6	1.1
CC(C)(C)C(=O)Nc1nnc(SCc2cccc(F)c2)s1	-6	0.9	1	0.9	0.9	-1	3	11	-5	1
COCCNC(=S)Nc1cc(OC)c(OC)cc1C#N	1	1	1.2	1	1.1	4	1	-9	3	1
Cc1nc([N+](=O)[O-])cn1-c1ccc(N)cc1	-4	1.1	1.1	1	0.9	0	-2	5	-6	1
Cc1cc(C)cc(C(=O)N(NC(=O)Nc2ccc(Cl)cc2)C(C)(C)C)c1	-27	1	1	1	1.1	-9	4	-9	3	1.1
Cc1ccccc1-c1nc(-c2ccccn2)no1	-12	1	1	0	0.9	-3	2	8	-4	1
COc1ccc(OC)c(C(=O)c2coc3ccc(OC)cc23)c1	-6	0.8	0.9	1	0.7	-3	-3	27	4	1
COc1ccc(C(=O)/C=C/Nc2ccc(S(=O)(=O)Nc3onc(C)c3C)cc2)cc1	-2	1.1	1.1	0.8	0.9	2	-4	12	4	1
COc1ccc(C(=O)C2CCCN(C(=O)C3=CCCC3)C2)cc1OC (stereo not drawn)	-10	1	1	1	0.9	-5	-2	11	7	1.1
Cc1ccc(NC(=S)N2CCC(N(C)CC3CCCO3)CC2)c(C)c1 (stereo not drawn)	-22	1	1	1.1	0.9	-7	1	10	-2	1.1
CCOC(=O)CSc1nnc(-c2ccc([N+](=O)[O-])cc2)o1	-4	0.8	0.8	1	0.8	-3	-3	18	11	1
CC(=O)c1c(C)[nH]c(C(=O)OC(C)C(=O)Nc2cc(S(=O)(=O)N3CCCCC3)ccc2Cl)c1C (stereo not drawn)	-5	1	0.9	1.1	0.8	-2	2	17	7	1
O=C(CCN1C(=O)c2ccccc2C1=O)Nn1cnnc1	-12	1	1	1.1	0.9	-11	0	7	9	1.1
COc1ccc2cc(CCNC(=O)c3cccc([N+](=O)[O-])c3)c(=O)[nH]c2c1	-1	1	1	0.9	0.6	-2	-4	36	-1	1

Single records, from the list above. Screens in order: TNAP inh noacc | PMI act hi M6P | PMI activator | FLuc act counter | Diaph act CS | TNAP inh hi DEA | HMGR II inh | Diaph inh CS | G6PDH CS | TNAP act hiacc
Profile of COCCNC(=S)Nc1cc(OC)c(OC)cc1C#N : 1 | 1 | 1.2 | 1 | 1.1 | 4 | 1 | -9 | 3 | 1
Profile of CC(=O)c1c(C)[nH]c(C(=O)OC(C)C(=O)Nc2cc(S(=O)(=O)N3CCCCC3)ccc2Cl)c1C (stereo not drawn) : -5 | 1 | 0.9 | 1.1 | 0.8 | -2 | 2 | 17 | 7 | 1
Profile of COc1ccc2cc(CCNC(=O)c3cccc([N+](=O)[O-])c3)c(=O)[nH]c2c1 : -1 | 1 | 1 | 0.9 | 0.6 | -2 | -4 | 36 | -1 | 1
Profile of N#Cc1cnn2ccc(-c3ccc4c(c3)CCC4)nc12 : -15 | 1 | 1 | 1 | 1 | -3 | -2 | 4 | -3 | 1
Profile of COc1ccccc1N(CC(=O)NCc1ccccn1)S(C)(=O)=O : -10 | 0.9 | 0.8 | 1.1 | 0.8 | -5 | -3 | 25 | -14 | 1.1

Further records follow.
SMILES	TNAP inh noacc	PMI act hi M6P	PMI activator	FLuc act counter	Diaph act CS	TNAP inh hi DEA	HMGR II inh	Diaph inh CS	G6PDH CS	TNAP act hiacc
Cc1ccc2c(Cl)cc(Cl)c(OCC(=O)N3CCCC3)c2n1	-8	0.5	0.9	1	0.8	-4	-7	20	19	1
CCC(C)N(C(=O)COC(=O)CCc1c[nH]c2ccccc12)C1CCS(=O)(=O)C1 (stereo not drawn)	-11	1.1	1	1	1.1	1	-4	-7	-4	1
CN(C)C(CNC(=O)Nc1cccc(Cl)c1)c1cccnc1 (stereo not drawn)	-8	0.8	0.9	1	0.8	1	-2	17	-9	1
O=C(N=Nc1c(O)[nH]c2ccccc12)c1ccc(CN2CCOCC2)cc1	-1	1	0.9	0.8	0.8	-1	-3	18	2	1
O=C(CSCc1ccccc1)NCc1ccc2c(c1)OCO2	-11	1.1	1	1.1	1	-3	0	-2	4	1
CCCNC(=O)c1cccc(Cn2nc(C)c(Br)c2C)c1	-11	1.1	1	1.1	0.9	-4	0	5	8	1
CCSc1ccccc1C(=O)Nc1nncs1	-12	1.1	1	1	0.9	-2	-2	5	39	1
Cc1noc(C)c1C(=O)OCC(=O)NC1CC1	-1	1.1	1	1.1	1	6	0	-2	-4	0.9
Cc1cc(NC(=O)CSc2nnc(-c3ccc(Cl)s3)o2)no1	-1	1	1.2	1.1	0.9	-6	-2	7	6	1.1
CC(=O)c1cccc(Nc2ccc(-c3ccccc3F)nn2)c1	-6	0.9	1	0.7	1	0	-2	-1	-4	1
COc1ccc2[nH]c(C(=O)O)c(CCC(=O)O)c2c1	-4	1	0.9	1	1	3	2	5	3	1
CC(=O)N1CCN(c2ccc(NC(=O)c3ccc(Br)o3)cc2Cl)CC1	-6	0.9	1	1	0.9	-1	-2	7	-5	1
COc1ccc(CC(=O)Nc2cc(C)on2)cc1OC	-11	1.1	1	1	0.9	-4	1	8	1	1
CC(=O)N(c1ccccc1C)C1CCCC1	-2	1	1	1.1	0.8	-8	-4	16	9	1.1
Cn1c(=O)[nH]c(=O)c2c1nc(Br)n2CC(O)COc1ccccc1 (stereo not drawn)	-8	1.1	1	1	1	-8	-3	-2	6	1.1
O=C(NCCc1ccccn1)c1n[nH]c(=O)c2ccccc12	-8	0.9	0.9	1	0.8	-4	-3	15	6	1
Cc1cccc(NC(=O)Nc2ccc(C)cc2Br)c1	-13	1	1	1	1	1	-8	4	29	1
CCC1CCCCN1CCCNC(=O)c1cn(CC(C)C)c(=O)c2cc(OC)c(OC)cc12 (stereo not drawn)	-13	1	1.1	1.1	1	-7	-4	1	2	1.1
CCOC(=O)/C(C(N)=NC(C)C)=C(\O)c1ccccc1	-8	1	1	1.1	0.9	-4	-2	14	1	1
CCOCCCNC(=O)c1cc2sc(Cl)cc2n1CC	5	1.1	1	1.1	1	3	-6	3	1	1
O=C(NCC(c1cccs1)N1CCOCC1)c1cc([N+](=O)[O-])ccc1Cl (stereo not drawn)	-10	0.9	0.9	1	0.8	-1	-3	19	-4	1
O=C(Nc1ccc(N2CCN(C(=O)c3ccccc3F)CC2)cc1)c1ncn[nH]1	5	1	1.1	1	0.9	1	-1	12	-1	1
CCOc1ccc2nc(NC(=O)CN3CCN(C)CC3)sc2c1	-6	0.9	1	0.9	0.9	-1	-5	8	2	1
ClCC1CN(Cc2ccccc2Cl)CCO1 (stereo not drawn)	-20	1.1	1.1	1	1	-5	0	2	4	1.1
COC(=O)c1cc(NC(=O)c2c(Cl)nc3sccn23)cc(C(=O)OC)c1	-4	1	1	1	0.9	-3	2	13	-1	1

Continuation.
SMILES	TNAP inh noacc	PMI act hi M6P	PMI activator	FLuc act counter	Diaph act CS	TNAP inh hi DEA	HMGR II inh	Diaph inh CS	G6PDH CS	TNAP act hiacc
COc1ccc(S(=O)(=O)N(CC(N)=O)C2CCCCC2)cc1Cl	4	0.9	0.9	1	0.9	0	-4	8	-6	1
Cc1ccc(S(=O)(=O)CC(O)CN2CCCC2=O)cc1 (stereo not drawn)	-12	1.1	1	1	1	-6	-13	0	7	1.1
CCCCSc1nnc([C@H](C)NC(=O)OC(C)(C)C)o1	-8	0.9	0.9	1.1	0.9	-4	-4	6	8	1
COc1ccc(CNCC(O)(c2ccc(Cl)cc2)c2ccc(Cl)cc2)cc1OC	-2	0.4	0.7	1	0.8	4	-6	24	0	1
CCN(CC(=O)Nc1cc(Cl)ccc1C)C(=O)C1CCCCC1	-11	1	1	1.1	0.9	-4	1	12	6	1
O=C(COC(=O)c1ccccc1C(=O)c1ccccc1)NCc1ccc(F)cc1	-5	1	1.1	1.1	1	-1	-3	2	0	1
O=C(Oc1ccc(/C=N/Nc2ccccc2)cc1)c1ccccc1	-7	2.3*	1.5	1	1.1	-3	-6	-12	0	1
Cc1nc2sc(C(c3ccccc3)N3CCOCC3)c(O)n2n1 (stereo not drawn)	-3	1	1	1.1	0.8	-3	4	17	-2	1
COC(=O)c1c(NC(=S)Nc2ccccc2Cl)sc(C)c1C	4	0.9	1.1	1.1	1	-2	1	4	3	1
Cn1ncc(Br)c1C(=O)OCC(=O)Nc1nc(-c2ccccc2)cs1	1	0.9	0.9	1	0.9	2	-5	13	4	1
CCOc1ccc(C(=S)NC2CCCCC2)cc1OC	-9	0.8	0.6	1.1	0.9	-5	-3	11	2	1.1
Cc1cc2ncn(/N=C/c3ccc4c(c3)OCO4)c2cc1C	-6	0.9	1	0.9	1	-1	-2	0	5	1
CCOC(=O)Cc1nc2nc(C)cc(C)n2n1	-2	1	0.9	1	1	1	-2	-2	11	1
COc1cccc(N/C(N)=N/c2nc(C(F)(F)F)cc(=O)[nH]2)c1	-11	1.1	1	1	1	-2	-4	3	-6	1
